TPT1 inh = inhibitors of Candida albicans tRNA 2'-phosphotransferase TPT1. 0.81% of 300,000 active. recombinant caTPT1, FP RNA substrate dephosphorylation. inhibition, % at 5 µM;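 active means inhibition above the mean of all tested compounds plus 3 SD, set per screening campaign, cut at about 24% in these data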;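 further: plate controls were DMSO alone for no effect and ferristatin control at 100 nM for full effect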
core dimer inh = blocks dimerization of HCV core protein; TR-FRET GST/Flag-core106 dimerization, 1536-well; inhibition, % at 5 µM; 0.33% of 300,000 active;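 active means inhibition above the mean of all tested compounds plus 3 SD, set per screening campaign, cut at about 45% in these data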
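Test system: GST/Flag-tagged HCV core106 proteins; Medium: KF-containing HEPES buffer, pH 7.45, DTT, CHAPS, BSA; Times: compound-protein-antibody incubation 4 h at 22.5 °C; Detection: TR-FRET 671 and 617 nm emission; Benchmarks: wells lacking GST-core106 and wells with excess unlabelled core106.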
procasp7 counter = counter-screen: procaspase-7 (human) activation | P55210 | recombinant procaspase-7, Ac-DEVD-pNA absorbance 405 nm; D23A/D198A/D206A triple mutant, cannot self-cleave; scale: DMSO 0, 5 µM enzyme 100 | activation, % at 8.5 µM | 0.093% of 330,000 active | AID 463210;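 active means percent activation above the screen-wide mean plus 3 SD, cut at about 25% in these data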
Target sequence (P55210 whole entry D23A/D198A/D206A): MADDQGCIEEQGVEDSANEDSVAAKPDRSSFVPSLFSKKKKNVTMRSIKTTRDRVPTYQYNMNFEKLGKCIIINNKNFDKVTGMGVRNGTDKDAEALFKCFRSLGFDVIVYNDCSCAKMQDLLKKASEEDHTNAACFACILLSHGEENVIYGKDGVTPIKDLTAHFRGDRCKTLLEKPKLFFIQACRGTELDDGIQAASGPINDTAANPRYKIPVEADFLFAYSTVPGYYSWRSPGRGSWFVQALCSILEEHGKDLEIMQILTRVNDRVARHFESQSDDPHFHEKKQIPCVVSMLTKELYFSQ
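Assay system: Uncleavable procaspase-7 mutant enzyme | Input: 2 µM procaspase-7 mutant as dispensed | Timing: 1 h compound preincubation, 2 h substrate cleavage, 25 °C | Repeats: One well per compound | Control set: DMSO wells as 0%, DMSO with 5 µM added PC-7 as 100% | Technique: Epi-absorbance of released pNA at 405 nm, two timepoints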
CTSL1 counter = cathepsin L1 inhibition, PFM18AAP counter-screen; recombinant F. hepatica cathepsin L1, Z-Leu-Arg-MCA fluorescence; inhibition, % at 5.96 µM; 0.49% of 300,000 active; AID 1906;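 active means inhibition above the mean of all tested compounds plus 3 SD, set per screening campaign, cut at about 17% in these data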;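 further: 0% = plate median of test compound wells and 100% = 1 µM Z-Phe-Ala-diazomethylketone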
AHR act = human AHR activation | AHR-responsive luciferase reporter cells, luminescence | activation, % at 5 µM | 2.5% of 320,000 active | AID 2796; in the data active means activation above about 47%;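 further: 0% = vehicle wells and 100% = reference agonist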
PP1 inh = blocks human PP1-alpha phosphatase, a PP5 counter-screen; P62136; purified PP1alpha, OMFP fluorescence; inhibition, % at 6.7 µM; 0.9% of 320,000 active; AID 2235;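 active means inhibition above the mean inhibition of all tested compounds plus 3 SD, computed separately for each screening campaign, cut at about 15% in these data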
Target sequence (P62136 whole entry, looked up): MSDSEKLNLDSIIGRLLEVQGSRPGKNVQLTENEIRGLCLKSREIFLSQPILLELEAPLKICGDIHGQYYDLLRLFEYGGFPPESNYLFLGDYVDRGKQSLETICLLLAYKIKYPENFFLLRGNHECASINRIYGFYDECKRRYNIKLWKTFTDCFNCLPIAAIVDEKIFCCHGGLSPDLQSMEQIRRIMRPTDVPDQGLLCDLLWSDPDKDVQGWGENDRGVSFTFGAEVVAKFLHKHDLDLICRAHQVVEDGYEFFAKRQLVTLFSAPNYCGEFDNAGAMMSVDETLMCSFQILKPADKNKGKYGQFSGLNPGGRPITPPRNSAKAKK
PP5 inh = inhibitors of human protein phosphatase 5 (PP5); 0.18% of 320,000 active; inhibition, % at 6.7 µM; P53041; purified PP5c, OMFP substrate fluorescence;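 active means inhibition above the campaign's mean inhibition across all tested compounds plus 3 SD, cut at about 9.5% in these data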;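 further: 0% = DMSO only and 100% = 100 µM cantharidin control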
PAFAH2 inh = PAFAH2 (human) inhibition; 0.99% of 340,000 active; recombinant PAFAH2, FP-rhodamine activity probe, fluorescence polarization; inhibition, % at 3.39 µM; Q99487;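 active means inhibition above the mean over all tested compounds plus 3 SD, cut at about 30% in these data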;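 further: inhibitors block probe labeling of enzyme so polarization drops; 0% = enzyme with DMSO and 100% = wells lacking PAFAH2 protein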
procasp3 activ = activates human procaspase-3; AID 463141; recombinant procaspase-3 D3A, Ac-DEVD-pNA absorbance 405 nm; P42574; 0.11% of 330,000 active; activation, % at 8.5 µM;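 active means activation above the mean of all tested compounds plus 3 SD, cut at about 21% in these data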;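 further: 0% = DMSO alone and 100% = DMSO wells spiked with extra 5 µM PC-3 D3A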
Target sequence (P42574 whole entry D9A/D28A/D175A): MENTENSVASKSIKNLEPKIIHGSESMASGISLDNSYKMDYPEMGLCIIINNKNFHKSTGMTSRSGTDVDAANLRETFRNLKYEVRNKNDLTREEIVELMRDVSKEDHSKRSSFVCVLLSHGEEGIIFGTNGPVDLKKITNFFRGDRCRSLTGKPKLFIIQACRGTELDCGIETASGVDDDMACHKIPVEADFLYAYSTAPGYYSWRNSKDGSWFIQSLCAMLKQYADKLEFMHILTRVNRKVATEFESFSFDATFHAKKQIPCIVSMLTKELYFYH
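Assay system: Autoprocessing-dead procaspase-3 D3A mutant enzyme; also added: Ac-DEVD-pNA; doses: one concentration, 8.5 µM nominal, 0.8% DMSO; times: 1 h compound preincubation, 2 h substrate hydrolysis at 25 °C; technique: 405 nm absorbance of p-nitroaniline, reads at 0 and 120 min; measure: % activation between DMSO and enzyme-spiked controls; repeats: single replicate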
Active calls of the source: *; / = no result given.

The first 3 compounds, ahead of the listing:
structure	PP1 inh	procasp7 counter	PAFAH2 inh	AHR act	PP5 inh	core dimer inh	CTSL1 counter	procasp3 activ	TPT1 inh
COc1ccc(OC)c(NC(=O)CSc2ccccc2)c1	-4	-4	2	2	-0.2	-2	-1	-4	2
COc1ccc(CNC(=O)c2ccc(NC(=O)CC3SC(N4CCCCC4)=NC3=O)cc2)cc1 (stereo not given)	3	11	3	-1	4.1	2	-4	-6	-5
Cc1ccc(OCc2nnc(SCC(=O)c3cccc([N+](=O)[O-])c3)n2C)cc1	4	-3	0	1	3.1	4	9	-3	4

The whole of this part, from the start:
structure	PP1 inh	procasp7 counter	PAFAH2 inh	AHR act	PP5 inh	core dimer inh	CTSL1 counter	procasp3 activ	TPT1 inh
COc1ccc(OC)c(NC(=O)CSc2ccccc2)c1	-4	-4	2	2	-0.2	-2	-1	-4	2
COc1ccc(CNC(=O)c2ccc(NC(=O)CC3SC(N4CCCCC4)=NC3=O)cc2)cc1 (stereo not given)	3	11	3	-1	4.1	2	-4	-6	-5
Cc1ccc(OCc2nnc(SCC(=O)c3cccc([N+](=O)[O-])c3)n2C)cc1	4	-3	0	1	3.1	4	9	-3	4
O=C(CCc1nc(-c2ccccc2)no1)NC1CCCCCC1	-3	-2	6	0	-1.9	/	/	-1	/
CC(=O)N1CCc2cc(S(=O)(=O)NCC(=O)NCc3ccccc3Cl)ccc21	-3	4	0	2	-0.2	2	-3	8	-1
O=C(CN1N=C(C(F)(F)F)CC1(O)c1ccc([N+](=O)[O-])cc1)c1ccccc1 (stereo not given)	0	7	-9	1	1.8	14	1	9	-7
CC(=O)c1ccc(NS(=O)(=O)Cc2ccc(Cl)cc2)cc1	-9	-6	4	2	2.4	4	-3	-4	0
OCCN1CCN(C(=S)Nc2ccccc2)CC1	-1	-10	1	0	-0.6	-108	-2	-3	2
Cc1ccc(NC(=O)COC(=O)CSCC(=O)Nc2cc(C)on2)c(C)c1	-6	-2	-3	2	-1.8	-1	-23	8	-3
Cc1noc(C)c1C(=O)OCC(=O)c1ccc[nH]1	-3	-2	4	-4	0.1	5	2	-4	1
CCCCn1nc2cc(C(=O)NCc3ccc(OC(F)(F)F)cc3)ccc2c1OC	4	-7	5	2	3.7	6	2	10	-1
COCCCNc1nnc(Cc2ccc(Cl)cc2)c(=O)[nH]1	-1	-13	3	2	-1.3	-3	-7	0	0
CNC(=S)NNC(=O)c1sc2cc(C(F)(F)F)cnc2c1-c1ccccn1	-3	-1	0	2	-0.9	-4	0	-7	-3
CCOC(=O)NC(=O)C(=CNc1ccc(C)cc1)C(=O)NC(=O)OCC	0	8	-4	1	4.4	-11	4	-4	-5
O=C1C/C(=C/NCc2ccccc2)C(=O)N1	5	-3	-5	2	0.3	-4	0	-2	-3
O=C(COC(=O)c1ccc2c(=O)n3c(nc2c1)CCC3)NC1CCS(=O)(=O)C1 (stereo not given)	-4	-2	-5	1	0.8	-5	3	5	0
COc1ccc(-c2c(-c3cc(OC)cc(OC)c3)n(C)c3ccc(-c4cnc(OC)nc4)cc23)cc1	/	-2	7	-2	/	/	/	-5	/
Cc1ccc(C(=O)CSc2nnc(COc3cccc(C)c3)o2)cc1	12	10	-4	-4	1.3	6	-3	-3	0
COc1cc(C(C)=O)ccc1OCC(O)CN1CCN(c2ccc(C)cc2C)CC1 (stereo not given)	-2	-11	-4	0	1.3	-8	4	-1	-3
O=C(CCCCn1c(=O)[nH]c2ccccc2c1=O)NCCC1=CCCCC1	0	-4	-1	4	1.1	7	-1	10	1
COc1ccc(S(=O)(=O)N2CCN(Cc3ccccc3)CC2)c(C)c1	-3	0	-4	1	3.5	-4	1	0	1
CS(=O)(=O)N(CC(N)=O)c1ccc(F)c(Cl)c1	0	-5	-4	-3	-1.5	1	3	0	-4
Cc1ccccc1NC(=O)Cc1nnc(N)s1	-4	3	6	1	-1.8	-6	4	-5	0
O=C(CN1C(=O)CCSc2ccc(S(=O)(=O)N3CCCC3)cc21)Nc1ccccc1Cl	-1	-9	0	0	1.8	-1	3	3	-7
COc1cc(NC(=O)CSc2nncn2C)c(C)cc1[N+](=O)[O-]	-3	-3	0	7	-1.3	-6	1	7	-3
CSCCC(NS(=O)(=O)c1ccc2c(c1)oc(=O)n2C)C(=O)NC1CCN(Cc2ccccc2)CC1 (stereo not given)	0	8	7	-1	2.6	-1	41*	1	2
Cc1cnc(C(=O)OCC(=O)NC2CCCCCCC2)cn1	-1	-8	4	3	-0.2	-1	-6	10	-1
Cn1c(=O)n(C)c2cc([N+](=O)[O-])c(N3CCN(C(=O)c4ccc(Cl)cc4)CC3)cc21	1	12	-4	0	-0.3	-6	-4	0	3
CCC(C)[C@H]1COCCS(=O)(=O)N1Cc1ccc(C)cc1 (stereo not given in full)	-1	-15	-1	4	-1.6	-6	-6	3	-3
Cc1ccc(C)c2[nH]c(=O)c(CCNC(=O)Cc3cccs3)cc12	-2	-6	-1	-5	-1.4	15	5	3	0
COCCN(CC(=O)NCc1ccc(OC)cc1)C(=O)CCC(=O)Nc1nccs1	2	5	0	0	2.0	0	0	4	-1
Cc1ccc2occ(C3NC(C(=O)O)CS3)c(=O)c2c1 (stereo not given)	4	-22	-6	21	0.6	35	5	-13	6
O=C(c1ccc(OC2CCN(Cc3ccccn3)CC2)cc1)N1CCCCO1	-2	6	-2	1	-0.3	-2	3	6	-4
COC(=O)Cc1ccc(NC(=S)NCC(C)C)cc1	3	0	1	0	1.6	-1	1	-2	0
COc1ccc(C(=O)OCC(=O)Nc2cccc(C(C)=O)c2)c(OC)c1OC	2	-1	83*	2	3.1	9	-4	8	-1
COc1cccc(C(=O)/C=C/Nc2ccc(S(=O)(=O)Nc3cnc4ccccc4n3)cc2)c1	2	0	7	7	2.9	6	5	-7	2
CC(=O)N1Cc2cc(N)ccc2Oc2ccccc21	-1	1	1	2	1.6	7	-1	0	2
CC1(C)CC(=O)C(C=NCCN2CCN(C3CC(=O)N(c4ccc(Cl)c(Cl)c4)C3=O)CC2)=C(O)C1 (stereo not given)	-3	7	6	1	0.1	2	0	6	-1
CC(C)CCc1noc(CN2CCC(C(=O)N3CCOCC3)CC2)n1	-5	5	3	1	0.4	1	4	-4	3
Cc1ccc(NS(=O)(=O)c2c(C)nc3sccn3c2=O)c(C)c1	-4	-5	6	5	-1.0	-5	-2	3	-1
Cc1ccccc1NC(=O)N1CCCC(c2nc(-c3ccc(C(C)C)cc3)no2)C1 (stereo not given)	3	2	-2	-12	6.3	1	1	1	2
Cc1ccsc1C(=O)N1CCCC(CCC(=O)NCc2ccccc2F)C1 (stereo not given)	1	6	6	4	3.0	0	0	0	1
O=C(NCCc1c[nH]c2ccccc12)c1ccc2c(c1)OCO2	-1	0	11	42	1.0	2	4	6	-3
FC(F)(F)COc1nc(N/N=C/c2cccnc2)nc(N2CCCCC2c2ccccn2)n1 (stereo not given)	2	4	1	20	3.2	2	3	-11	4
C[C@H](NC(=O)c1nc[nH]c1C(=O)N[C@@H](CCCCN)C(=O)OC(C)(C)C)C(=O)OCc1ccccc1	/	4	-6	-1	/	/	/	7	/
CCc1ccc(-c2cc(C(=O)Nc3c(C)n(C)n(-c4ccccc4)c3=O)c3ccccc3n2)s1	2	-8	-5	8	1.1	22	4	-2	25*
CSc1oc(-c2ccco2)nc1S(=O)(=O)c1ccc(Br)cc1	0	0	3	0	2.9	19	1	3	1
O=C(NCc1cccs1)C1CCCN(C(=O)Nc2ccccc2)C1 (stereo not given)	3	0	-5	-1	3.6	-11	-1	2	1
CC(C)N(Cc1ccccc1)C(=O)COC(=O)c1cc(S(=O)(=O)N(C)C)ccc1N1CCCC1	/	12	8	0	/	/	/	-2	/
CCOc1cccc(N)c1	-5	-4	0	3	4.2	/	/	-2	/
Cc1cc(C)nc(SCC(=O)N/N=C/c2cccn2-c2ccc(O)cc2)n1	-1	14	10	6	0.0	8	4	2	-3
COCCNC(=O)c1cnn2c(C(F)(F)F)cc(-c3ccc(C)cc3)nc12	-3	10	8	3	1.5	7	1	-6	1
CCOc1cccc(-c2c(C(=O)N/N=C/c3ccncc3)nnn2-c2nonc2N)c1	-3	-2	-5	44	0.7	3	-2	6	0
COc1ccc(N2CCN(CCCNC(=O)c3ccc(CS(=O)(=O)c4ccc(Cl)cc4)o3)CC2)cc1	-2	7	0	6	-1.6	5	4	0	-1
CCOC(=O)C1=C(C)NC(=O)C(C(N)=O)C1c1ccccc1 (stereo not given)	-4	15	-8	2	1.7	-2	7	-1	3
CC(C)Cc1csc(NC(=O)C(C)C)c1C(=O)O	3	3	2	-3	-3.0	0	7	5	-3
O=C1c2cccc3cc(Br)cc(c23)C(=O)N1Nc1ccccc1	-2	-4	2	1	3.5	6	3	1	0
Cc1ccc(S(=O)(=O)N(C)CC(=O)Nc2ccncc2)cc1	5	7	8	4	-1.8	-2	-4	-11	-2
COCc1cc(CN2CCN(Cc3ccsc3)C(CCO)C2)ccc1OC (stereo not given)	0	13	-4	-1	1.2	-9	-3	-3	1
Cc1ccc2c(c1)C1CN(C)CCC1N2C(=S)NC(=O)c1ccc(Br)cc1 (stereo not given)	-3	-10	2	3	-1.2	5	2	-8	-1

(next part)
structure	PP1 inh	procasp7 counter	PAFAH2 inh	AHR act	PP5 inh	core dimer inh	CTSL1 counter	procasp3 activ	TPT1 inh
CC12CCC(C(=O)N(CCCCN3CCN(Cc4ccccc4)CC3)C1=O)C2(C)C (stereo not given)	-5	2	/	1	1.8	-1	1	-3	-2
CCOC(=O)c1c(NC(=O)c2cccs2)sc(CC)c1-c1cccs1	5	12	-4	1	-1.1	7	5	1	0
O=C(NNC(=O)c1cccc(-n2cccc2)c1)c1ccccc1	1	-11	-1	1	-1.2	/	/	11	/
O=C(CCSCc1ccccc1F)NCc1cccnc1	2	-2	-5	1	0.8	-3	0	-6	-1
Nc1c2c(nc3ccccc13)CCC2	-3	5	8	9	1.6	-6	0	6	-5
O=C1CC2(CCN(C(=O)COc3ccc(F)cc3)CC2)Oc2ccccc21	-3	7	15	-1	1.1	1	-1	-1	-1
CCc1nnc(NC(=O)c2cccc(S(=O)(=O)N(C)c3ccccc3)c2)s1	-1	5	4	3	0.6	6	-3	-2	1
COc1cccc(NC(=O)CCP(C)(=O)O)c1	0	-2	-2	3	1.4	-9	0	0	0
CC(=O)c1ccc(N2CCN(C(=O)c3ccc4c(c3)OCO4)CC2)cc1	1	3	2	-1	1.5	3	-1	2	3
CCCCCn1cnnc1SCC(=O)c1ccc2c(c1)OCO2	2	-6	-4	2	-1.7	/	/	3	/

Looked up above:
Under TPT1 inh, `COc1ccc(N2CCN(CCCNC(=O)c3ccc(CS(=O)(=O)c4ccc(Cl)cc4)o3)CC2)cc1` shows -1
Under AHR act, `CCOC(=O)c1c(NC(=O)c2cccs2)sc(CC)c1-c1cccs1` shows 1
